# TDP2 absorb – human TDP2 enzyme inhibitors, primary screen, biochemical, epi absorbance, recombinant enzyme; inhibition, % at 12.8 µM; AID 720702, 2013; T5PNP hydrolysis, p-nitrophenol absorbance 415 nm; hit rate 0.34% among 370,000; Tyrosyl-DNA phosphodiesterase 2 (Homo sapiens), O95551;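 active means inhibition above the mean of all tested compounds plus 3 SD, set per campaign, cut at about 25% in these data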;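 further: 0% = DMSO with enzyme and 100% = buffer with substrate but no TDP2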
#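 test system = human TDP2 enzyme | input = TDP2 enzyme at 120 nM final | medium = 50 mM Tris-HCl pH 7.5 with Mg2+, KCl, DTT, BSA | also added = T5PNP substrate, 5 mM | times = 2 h at 37 °C | technique = epi absorbance | benchmarks = high control without enzyme, low control DMSO plus TDP2 | replication = each compound tested once, singlicate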
# ADAM17 inh – ADAM17 inhibitors, primary screen, biochemical, QFRET. Disintegrin and metalloproteinase domain-containing protein 17 (Homo sapiens), P78536. recombinant ADAM17, EDANS/DABCYL FRET peptide cleavage. inhibition, % at 6.95 µM. hit rate 0.83% among 370,000. AID 720648, 2013;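 active means inhibition above the mean of compounds lying between control limits plus 3 SD, set per campaign, cut at about 8.5% in these data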;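 further: 0% = DMSO-only wells as the low control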
# ASAP1 GAP inh – inhibitors of human ASAP1 ArfGAP activity, primary screen, biochemical, fluorescence polarization; inhibition, % at 16.5 µM; AID 624377, 2012; Arf-GAP with SH3 domain, ANK repeat and PH domain-containing protein 1 (Homo sapiens), …; hit rate 0.19% among 360,000; ASAP1-stimulated ARF1 GTP hydrolysis, GDP FP detection; in the data active means inhibition above about 25%;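 further: 0% = vehicle with enzyme and substrate and 100% = no enzyme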
# Target sequence (Q9ULH1 325-724 limits assumed): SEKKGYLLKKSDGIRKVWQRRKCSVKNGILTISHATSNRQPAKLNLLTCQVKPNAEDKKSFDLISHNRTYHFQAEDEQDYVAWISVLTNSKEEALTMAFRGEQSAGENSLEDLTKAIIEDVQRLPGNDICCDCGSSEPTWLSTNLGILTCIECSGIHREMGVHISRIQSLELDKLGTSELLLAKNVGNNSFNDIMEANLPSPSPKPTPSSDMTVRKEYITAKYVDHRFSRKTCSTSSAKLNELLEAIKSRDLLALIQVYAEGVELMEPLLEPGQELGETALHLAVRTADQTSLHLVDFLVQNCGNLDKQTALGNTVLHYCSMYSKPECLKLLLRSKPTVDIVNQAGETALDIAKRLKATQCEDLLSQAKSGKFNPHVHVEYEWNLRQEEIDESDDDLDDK
# ARFGAP1 inh – inhibitors of rat ARFGAP1 GAP activity, primary screen, biochemical, fluorescence polarization, GDP tracer. AID 651572, 2012. hit rate 0.26% among 360,000. ADP-ribosylation factor GTPase-activating protein 1 (Rattus norvegicus), Q62848. Arfgap1-stimulated ARF1 GTP hydrolysis, GDP FP detection. inhibition, % at 16.5 µM;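 active means inhibition above a per-plate limit, mean inhibition of low control wells plus 3 SD, cut at about 25% in these data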;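 further: 0% = DMSO wells with enzyme and 100% = wells lacking Arfgap1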
# Target sequence (Q62848 1-136 limits assumed): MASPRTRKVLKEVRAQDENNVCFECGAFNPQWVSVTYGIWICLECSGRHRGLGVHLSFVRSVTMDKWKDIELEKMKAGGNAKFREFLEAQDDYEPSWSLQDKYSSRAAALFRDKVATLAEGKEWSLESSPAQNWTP
#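 Repeats: one replicate per compound; assay system: rat Arfgap1 catalytic domain, aa 1-136; times: enzyme reaction 120 min at 25 °C after 20 min preincubation; detection: FP of antibody-bound GDP Alexa 633 tracer, ex 620/em 688 nm; benchmarks: high control wells lacking Arfgap1, low control full reaction with DMSO; reagent: human ARF1(Δ1-17)-GTP substrate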
# SIAE inh – human SIAE inhibitors, primary screen, biochemical, fluorescence polarization, FP-Rh probe, 1536-well HTS. Sialate O-acetylesterase (Homo sapiens), Q9HAT2. hit rate 0.69% among 370,000. inhibition, % at 9.66 µM. SIAE FP-Rh probe binding;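 active means inhibition above a cutoff: mean of compounds within the control limits plus 3 SD of those, cut at about 17% in these data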;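 further: 0% = plate median of compound wells and 100% = probe without SIAE protein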
# PLCg1 inh – PLC-gamma1 enzyme inhibitors, primary screen, biochemical, fluorescence, purified enzyme. inhibition, % at 12.2 µM. hit rate 0.84% among 370,000. AID 720700, 2013. fluorogenic substrate. 1-phosphatidylinositol 4,5-bisphosphate phosphodiesterase gamma-1 (Homo sapiens), P19174; in the data active means inhibition above about 9.5%
# Tn7 DDE FP – inhibitors of Tn7 peptide binding to fibrin DD(E), primary screen, biochemical, fluorescence polarization, human fibrin, Tn7 probe. Fibrinogen beta chain (Homo sapiens), P02675. FP displacement of FITC-Tn7 peptide from fibrin DD(E); 0% = median of compound wells per plate. inhibition, % at 8.3 µM. hit rate 0.13% among 370,000. AID 720508, 2013;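 active means inhibition above the mean of compounds falling within the control limits plus 3 SD of them, cut at about 14% in these data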;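 further: 0% = plate median of compound wells and 100% = 10 µM Aha-Tn7 peptide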
#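 System: human fibrin DD(E); quantity: Fibrin-DD(E) at 2 µM final; also added: fluorescent Tn7 probe at 0.1 µM; compound dosing: single nominal test concentration of 8.3 µM per compound; schedule: 10 min preincubation, 3 h with tracer, room temperature; detection: fluorescence polarization of the labelled Tn7 tracer; repeats: one replicate per compound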
# DDE Tn6 FP inh – inhibitors of Tn6 peptide binding to fibrin DD(E), primary screen, biochemical, fluorescence polarization, human fibrin, Tn6 probe. Fibrinogen beta chain (Homo sapiens), P02675. Fibrin DD(E) TRITC-Tn6 fluorescence polarization displacement. inhibition, % at 8.3 µM. hit rate 0.21% among 370,000;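 active means inhibition above a per-campaign cutoff: mean of compounds within control limits plus 3 SD, cut at about 15% in these data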;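 further: 0% = median of all compound wells on the plate and 100% = blocking peptide control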
# PLC-beta3 inh – human PLC-beta3 inhibitors, primary screen, biochemical, fluorescence; 1-phosphatidylinositol 4,5-bisphosphate phosphodiesterase beta-3 (Homo sapiens), Q01970; inhibition, % at 12.2 µM; hit rate 0.18% among 370,000; AID 720704, 2013; Purified PLC-beta3, fluorogenic substrate; in the data active means inhibition above about 11%;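 further: 0% = median of compound wells on plate and 100% = full blocker control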
# ADAM10 inh – human ADAM10 inhibitors, primary screen, biochemical, QFRET, HTS. Disintegrin and metalloproteinase domain-containing protein 10 (Homo sapiens), O14672. recombinant ADAM10, EDANS/DABCYL FRET peptide cleavage, 3 h. inhibition, % at 7 µM. hit rate 0.62% among 370,000. AID 720582, 2013;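 active means inhibition above a per-campaign cutoff equal to the mean of compounds falling between control-based bounds plus 3 SD, cut at about 20% in these data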;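 further: 0% = DMSO wells while the 100% control is not disclosed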
# Target sequence (O14672 214-748 limits assumed): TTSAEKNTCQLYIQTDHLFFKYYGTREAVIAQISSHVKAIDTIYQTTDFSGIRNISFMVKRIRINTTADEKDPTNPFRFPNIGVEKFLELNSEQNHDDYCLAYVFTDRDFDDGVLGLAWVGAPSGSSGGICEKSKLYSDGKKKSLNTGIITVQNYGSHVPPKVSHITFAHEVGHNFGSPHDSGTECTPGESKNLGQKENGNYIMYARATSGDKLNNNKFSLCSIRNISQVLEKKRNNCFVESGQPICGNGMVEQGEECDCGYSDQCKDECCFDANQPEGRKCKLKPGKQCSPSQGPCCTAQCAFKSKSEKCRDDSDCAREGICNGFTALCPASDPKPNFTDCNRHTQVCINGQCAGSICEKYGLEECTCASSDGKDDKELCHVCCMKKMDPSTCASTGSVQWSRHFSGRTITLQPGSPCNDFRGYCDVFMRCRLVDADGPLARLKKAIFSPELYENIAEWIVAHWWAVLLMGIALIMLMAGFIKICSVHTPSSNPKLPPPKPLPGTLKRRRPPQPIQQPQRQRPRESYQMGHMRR
# Starred values were filed as active, the others as inactive; x = not tested or not shown.
# The line under a structure holds: TDP2 absorb	ADAM17 inh	ASAP1 GAP inh	ARFGAP1 inh	SIAE inh	PLCg1 inh	Tn7 DDE FP	DDE Tn6 FP inh	PLC-beta3 inh	ADAM10 inh
- CC(OC(=O)c1cccc([N+](=O)[O-])c1)C(=O)NCc1ccc2c(c1)OCO2 (stereo not given)
  13	1	-13	2	-1	0	-10	2	-4	1
- CCCCS(=O)(=O)c1sc2nc(C)cc(C)c2c1N
  12	-21	-9	-8	-6	-89	8	-1	-128	-39
- N/C(=N\OC(=O)COc1ccc(Br)cc1Cl)c1ccccn1
  0	4	1	9	-2	0	-8	-1	0	12
- CC1(C)Cc2c(c(-c3ccco3)[nH]c(=O)c2C#N)CS1
  3	-14	-9	17	10	-112	-8	9	-142	-46
- COc1cccc(OC)c1OC(=O)/C=C/c1ccc(C)o1
  -7	-1	2	-1	5	-5	4	2	-15	-3
- CC(C)C[C@H]1CN(CCCC[C@H]2CNC(=O)C(=O)N2CC2CCCCC2)C(=O)C(=O)N1Cc1ccccc1
  -3	-4	2	-2	-1	1	8	3	2	-5
- O=C(OCc1cccnc1)C1=Cc2ccccc2OC1
  -12	-18	0	1	-4	-57	-5	-1	-66	-41
- CN1CCN(c2ccc(Cl)cc2NC(=O)c2ccc([N+](=O)[O-])cc2)CC1
  -13	-7	6	-2	0	4	3	2	-6	-6
- CCC(C)[C@H](NC(=O)Nc1ccc2c(c1)OCCO2)C(=O)OC (stereo not given in full)
  6	0	0	-6	-6	0	3	-2	-3	7
- Cc1cccc2c1CC(C)(C)N=C2C1=C(O)CCCC1=O
  0	-1	7	1	7	2	4	-4	0	14
- C=CCn1c(SCC(=O)c2ccc(OC)cc2)nnc1-c1ccc2c(c1)OCO2
  3	0	8	8	1	2	0	5	0	8
- CC(OC(=O)Cc1cccc(C(F)(F)F)c1)C(=O)Nc1ccc(Cl)cn1 (stereo not given)
  -3	1	11	9	2	0	-7	4	-6	3
- Cc1cc(=O)oc2cc(OCC(=O)N3CCCc4ccccc43)ccc12
  -1	-5	4	2	-1	0	-7	-10	-1	-5
- CCCC1CCC2(CC1)CCC2OC(=S)Nc1ccc(Br)cc1 (stereo not given)
  0	-1	x	x	1	-3	4	-11	-1	5
- OCCN1CCN(c2ncnc3c2ncn3[C@H]2CN(Cc3cccs3)C[C@@H](CO)O2)CC1
  9	-3	0	-6	2	1	0	-4	1	-12
- CC(OC(=O)CN(C)S(=O)(=O)c1ccc(Cl)cc1)C(=O)Nc1ccc(N2CCOCC2)cc1 (stereo not given)
  -2	-2	-3	-2	14	1	-3	2	-3	-5
- O=C(Nc1cccc(-c2csc(Nc3ccc(Cl)cc3)n2)c1)c1ccccc1
  0	4	26*	24	-6	4	2	1	-2	20
- OC(COc1ccc(Br)cc1)CN1CCN(c2ccccc2)CC1 (stereo not given)
  8	-1	15	-11	1	1	-2	1	-8	9
- C#CCN(CC(=O)OCC)S(=O)(=O)CCNC1CC1
  7	0	-7	6	6	2	8	-2	5	-1
- CCc1ccc(-c2nnn(CC(=O)N(C3CCCC3)C3CCS(=O)(=O)C3)n2)cc1 (stereo not given)
  -2	1	-5	10	4	2	-1	4	-9	-19
- O=C(CCl)NNc1cccc(Cl)n1
  5	-2	10	-8	-4	-2	-7	31*	-1	0
- Cc1ccc(N(C(=O)CNC(=O)c2ccco2)C(C(=O)NCC2CCCO2)c2ccccc2)c(C)c1 (stereo not given)
  -18	-2	8	-2	6	6	-3	-2	-6	2
- Cc1cccc(CSc2nnc(N)n2-c2ccccc2)c1
  3	0	-3	10	4	3	-2	7	4	3
- CC(C)n1nnnc1SCC(=O)Nc1ccc2c(c1)OCO2
  -7	-4	0	-3	7	-4	2	5	0	-2
- O=C1C(O)CCN1C1CCCCC1 (stereo not given)
  13	-3	-3	4	3	4	3	-10	0	-24
- Cc1ccc(CNC(=O)c2c(-c3ccccc3)sc3ccccc23)o1
  -18	-2	7	3	0	2	1	5	-2	3
- COCc1ccc(CN2CCC(N3CCC(C(=O)N4CCCC4)CC3)CC2)o1
  6	-2	-8	6	-7	-2	-5	2	-11	-1
- CCOc1ncccc1C(=O)Nc1ccc(OC)c(S(=O)(=O)N2CCCCC2)c1
  -24	-6	14	-2	-10	4	-3	-7	-2	-11
- COc1cc(OC)c2c(c1)OC(=O)CC2c1ccc(C)cc1 (stereo not given)
  1	1	0	8	-1	-1	8	-3	-3	10
- CN(Cc1c(F)cccc1Cl)C(=O)C1=CC=CN2CCS(=O)(=O)N=C12
  4	-22	4	8	7	-19	-9	6	-27	-91
- COC(=O)[C@]12C[C@H](CC(=O)N3CCOCC3)C(=O)N(Cc3ccc(Cl)cc3Cl)C1=C[C@H](C(C)(C)C)O[C@@H]2C
  0	2	x	x	4	0	6	0	2	5
- O=C(Nc1ccccc1)c1ccccc1N=Cc1ccccc1O
  2	-30	14	8	1	-39	3	-3	-51	-103
- Cc1ccc(-c2onc(C)c2C)cc1S(=O)(=O)N1CCOc2ccccc21
  -12	14*	-2	-15	-14	6	0	-7	-7	21*
- O=C(NCc1ccccc1F)C(=O)NCC1OCCCN1S(=O)(=O)c1cccs1 (stereo not given)
  -12	-9	7	12	-4	0	6	-2	-12	-3
- N#Cc1ccc(S(=O)(=O)NC[C@H]2O[C@@H](n3cnc4c(N)ncnc43)[C@H](O)[C@@H]2O)cc1
  6	-7	-9	2	-4	3	0	-1	2	-9
- CC(=O)c1ccc(S(=O)(=O)N2CCN(C(=O)CSC(=S)N3CCCC3)CC2)cc1
  -6	-10	-9	9	-7	5	1	2	-7	-11
- CCc1cc[n+](C2=C([O-])c3ccccc3C(=O)/C2=N\S(=O)(=O)c2cccs2)cc1
  41*	1	10	18	-4	-9	3	2	-9	0
- O=C(c1ccc(F)c(F)c1)N1CCC(Oc2cccnc2)CC1
  -9	-1	x	x	0	0	-2	-4	0	12
- Cc1onc(-c2ccccc2Cl)c1C(=O)Nc1nc2c(s1)CCCC2
  2	-1	1	-2	6	-6	3	0	-7	8
- OCCC1CN(CC#Cc2ccccc2)CCN1C1CCCC1 (stereo not given)
  3	-8	-5	-2	1	-14	6	0	-8	-11
- Cc1ccc(-c2nc(N/N=C/c3ccncc3)c3ccccc3n2)cc1
  -7	4	-2	-2	-29	-6	2	5	-12	14
- CCC(C)NS(=O)(=O)c1cc2c3c(c1)CCN3C(=O)CC2 (stereo not given)
  -22	4	-1	15	3	3	0	-2	-9	-11
- CCOc1ccc(-n2c(C)nc(O)c2N=Nc2ccccc2)cc1
  -5	-4	-15	-3	3	2	9	3	-1	-5
- CC1(C)Cc2c(c(N3CCOCC3)nc3sc4c(NCc5ccco5)nnnc4c23)CS1
  9	-2	10	-7	-16	-6	2	-4	-11	5
- CC1CCCCN1C(=O)CSc1nc(N)cc(=O)[nH]1 (stereo not given)
  6	-1	-8	-15	-1	2	-5	2	-7	6
- Cc1ccc(S(=O)(=O)/N=C/c2ccc(N(C)C)cc2)cc1
  10	-4	7	4	3	2	-1	-2	3	-8
- COc1ccc(CN2CCNC(=O)C2CC(=O)N(C)Cc2ccno2)c(F)c1 (stereo not given)
  2	-11	5	12	4	-6	4	-4	-41	-14
- CC(NC(=O)c1ccccc1)C(=O)NC1CCCc2ccccc21 (stereo not given)
  2	-3	-5	5	3	0	4	-8	-5	-7
- Cc1cc(NC(=O)c2cccc([N+](=O)[O-])c2)no1
  -5	-3	1	4	2	-1	4	3	-3	3
- O=C1/C(=C/c2ccc(O)c([N+](=O)[O-])c2)SC(=S)N1Cc1ccccc1
  11	-1	-10	-12	3	2	7	1	1	0
- CCOC(=O)N1CCN(CC(O)COC2CC(C)CC(C)(C)C2)CC1 (stereo not given)
  13	0	5	4	1	2	-5	2	4	0
- CCOC(=O)CN1C(=O)S/C(=C\c2ccc(-c3cccc(C(=O)O)c3C)o2)C1=O
  -4	-2	18	1	-4	-20	-8	4	-30	1
- COc1cc(CN2CCN(c3ncc(Cc4ccccc4)cn3)CC2)cc(OC)c1
  -4	-4	8	3	6	1	-7	6	-1	-8
- CN(C)S(=O)(=O)c1cc(NC(=O)c2ccc(-n3ccnc3)c([N+](=O)[O-])c2)ccc1Cl
  -7	2	2	20	6	0	2	-1	-9	4
- Nc1nc(N)c2[nH]c(=S)[nH]c2n1
  -2	-3	-2	-10	9	-3	-4	10	-5	-13
- CCc1ccc(NC(=O)COC(=O)/C=C/c2ccco2)cc1
  -2	11*	8	-16	-4	-14	-8	0	-22	5
- O=C(COc1ccc2c(-c3ccccc3)cc(=O)oc2c1)NC(Cc1c[nH]c2ccccc12)C(=O)O (stereo not given)
  6	-5	-2	-2	6	-4	3	1	-12	-13
- Cc1noc(C)c1CN1C(=O)NC2(CCc3ccccc3C2)C1=O (stereo not given)
  -8	-1	-17	2	7	2	-1	-3	2	1
- O=C(NC(C(=O)N1CCCC1C(=O)O)=C1CCCCC1)c1ccccc1 (stereo not given)
  -4	-1	-2	-1	0	0	0	4	1	1
- CN(Cc1ccc(C(F)(F)F)cc1)C(=O)c1ccc2ccccc2n1
  -5	0	2	6	1	2	-1	3	0	-1
- CCCN(CCC)CCCNC(=O)C1CCN(S(=O)(=O)c2cccc3nsnc23)CC1
  -4	1	-3	-4	-5	0	-3	9	-5	-5
